Bioassay records as filed in PubChem.
MRP reversal: reverses drug resistance mediated by MRP; H69AR cells + 2 uM doxorubicin, CellTiter-Glo, 72 h; differential viability (reversal), % at 10 µM; 0.04% of 85,000 active; AID 602;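 active = viability drop by adding the cancer drug above about 55%, with treated viability meeting a 40% cutoff, limit read from the data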;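 also: viability without doxorubicin minus viability with 2 µM doxorubicin for each compound; larger differential means the compound sensitizes cells more to doxorubicin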
NFkB transloc pot: enhances IL-1B driven NFkB nuclear translocation; activation, % at 2 µM; HUVEC IL-1B NFkB p65 nuclear translocation imaging; AID 819; 0.3% of 94,000 active;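 active = activation above 40%, about the mean plus 3 SD, also judged a hit on visual image review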;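 also: percent activation is computed from the nuclear over cytoplasmic p65 intensity ratio; values of inactives mirror those of a sister screen read the other way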
PLAP inhibitors HTS: PLAP enzyme inhibitors, biochemical, luminescence, HTS (AID 690); purified PLAP, luminescent substrate; higher % means a stronger effect; 0.08% of 96,000 active; one-dose inhibition, % at 20 µM; IC50 in µM for titrated hits; in the data active = a potency from the dose series; inactive = the rest, 99 in 100 with inhibition below about 30%; also: strong numbers were not always called active
Bcl-B displacement: displacers of TR3 peptide from Bcl-B, primary screen, selectivity assay for Bfl-1 inhibitor project, biochemical, fluorescence polarization; displacement, % at 20 µM, or IC50 in µM where a hit was titrated; FP displacement of FITC-TR3 peptide from Bcl-B; higher % means a stronger effect; 0.11% of 96,000 active; AID 748;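 active = displacement above 50% at 20 µM plus a fluorescence interference ratio under 1.5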;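 also: plate controls were wells without compound for no effect and wells lacking Bcl-B protein for full effect; a part of the inactive calls stands beside numbers as strong as those of hits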
NFkB transloc inh: blocks IL-1B driven NFkB nuclear translocation in HUVEC cells | HUVEC IL-1B NFkB p65 nuclear translocation imaging | AID 796 | 0.43% of 94,000 active | inhibition, % at 2 µM;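 active = inhibition above about 30% together with a positive call from visual inspection of the well image, limit read from the data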;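 also: nuclear over cytoplasmic p65 intensity ratio measured by imaging; 0% = IL-1B stimulated DMSO wells and 100% = unstimulated DMSO wells; values of inactives mirror those of a sister screen read the other way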
MRP reversal cytotoxicity: further read-out of MRP reversal, marked with its call; viability, %; H69AR cells, CellTiter-Glo, 72 h; measured here: cytotoxicity without doxorubicin
MRP reversal with doxorubicin: further read-out of MRP reversal, marked with its call; viability, %; measured here: viability with 2 uM doxorubicin; active compounds read low
NFkB transloc inh cell count 2 µM: second read-out of NFkB transloc inh, no call of its own (marks repeat the call); cell count; measured here: cells passing quality filter;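 raw number of nuclei counted in each imaged well without normalization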
NFkB transloc pot cell count 2 µM: recorded beside NFkB transloc pot, whose call it bears; cell count; measured here: cells passing quality filter
Active calls of the source: *; . = not tested or not shown.

Fields – MRP reversal, MRP reversal cytotoxicity, MRP reversal with doxorubicin, NFkB transloc pot, NFkB transloc pot cell count 2 µM, PLAP inhibitors HTS, Bcl-B displacement, NFkB transloc inh, NFkB transloc inh cell count 2 µM
CSc1nnc2n(-c3ccc(C)cc3)c(=O)c3c4c(sc3n12)COC(C(C)C)C4 (configuration not stated)
 : -4, 36, 40, ., ., -24%, -9%, ., .
COc1ccc(NC(=O)CC2SC(=NCc3ccccc3OC)NC2=O)cc1 (configuration not stated)
 : 17, 100, 83, 3, 167, 2%, 5%, -3, 167
CC(=O)c1c(N2CCCCC2)nc(=S)n(-c2ccccc2)c1C
 : -1, 103, 104, 0, 233, 7%, 9%, 0, 233
CCCCNC(=S)NNC(=O)c1sccc1C
 : ., ., ., -2, 166, -49%, -6%, 2, 166
O=C(NC1CCCCCCC1)c1c(O)c2ccccc2[nH]c1=O
 : ., ., ., ., ., -19%, -5%, ., .
Cc1ccc(NC(=O)N2CCOCC2)c(C)c1
 : 0, 93, 93, -1, 50, -9%, 0%, 1, 50
O=c1c2cn[nH]c2[nH]c(=S)n1-c1ccccc1F
 : 25, 115, 90, -12, 151, ., 7%, 12, 151
CC(C)CC(=O)NC(=S)Nc1ccc(NC(=O)c2cccs2)cc1
 : ., ., ., 2, 168, 1%, -2%, -2, 168
CC(C)NC(=O)CCNC(=O)c1ccc(F)cc1
 : 12, 101, 89, -1, 143, ., 10%, 1, 143
O=C(NCC1CCCO1)c1cccs1 (configuration not stated)
 : -11, 95, 107, -2, 82, 7%, -4%, 2, 82
Nc1nc2ccc(N3CCOCC3)cc2s1
 : 13, 83, 70, 10, 180, 15%, 8%, -10, 180
COc1ccc(Nc2nc(N)nc(CN3CCN(c4ccccn4)CC3)n2)cc1
 : 16, 92, 76, 9, 134, -10%, -7%, -9, 134
Clc1ccc(-n2c(SC/C=C/c3ccccc3)nnc2-c2cccnc2)cc1
 : -29, 42, 71, 3, 193, -60%, -6%, -4, 193
Cc1ccc(-c2c(C)sc(NC(=O)C3C4CCC(O4)C3C(=O)O)c2C(=O)OC(C)C)cc1 (configuration not stated)
 : ., ., ., -6, 143, -34%, 6%, 6, 143
Cc1cc(C(C)(C)C)oc1C(=O)N(CC(=O)NC1CCCC1)Cc1ccc(F)cc1
 : ., ., ., 9, 143, 6%, 8%, -9, 143
c1ccc(-c2nc(CSc3nnnn3-c3ccccc3)cs2)cc1
 : 16, 89, 73, -1, 125, 29%, 0%, 1, 125
O=C1CCN(S(=O)(=O)c2ccccc2)N1
 : ., ., ., -6, 173, -2%, 8%, 6, 173
CC(=O)/C(C(=N)N1CCN(C(c2ccccc2)c2ccccc2)CC1)=C(\C)O
 : -11, 92, 103, 13, 174, 0%, -4%, -13, 174
CCn1c(SCC(=O)N/N=C/C(C)=C/c2ccco2)nnc1-c1ccccc1
 : ., ., ., ., ., -29%, 9%, ., .
CN(CC(CC(=O)Nc1nncs1)c1ccccc1)S(=O)(=O)c1ccccc1 (configuration not stated)
 : -11, 78, 89, -4, 171, -15%, 0%, 4, 171
CC(C)=CC(=O)OCC(=O)Nc1nc(C)c(Cl)cc1Cl
 : -1, 94, 95, ., ., -7%, -2%, ., .
Cc1nn(Cc2ccc([N+](=O)[O-])cc2)c(=O)n1-c1ccccc1
 : ., ., ., 6, 131, 24%, -11%, -6, 131
CCOC(=O)c1ccc(NCc2ccc(N(C)C)cc2)cc1
 : 2, 85, 83, 6, 175, 12%, -7%, -6, 175
O=C(CN1C(=O)S/C(=C/c2cccs2)C1=O)N1CCOCC1
 : ., ., ., -19, 120, 11%, -5%, 19, 120
CN(C(=O)COc1cc(=O)n(C)c2ccccc12)c1ccc(Cl)cc1
 : -14, 84, 98, 8, 175, -34%, -1%, -8, 175
Cc1ccnc(N2CCCC(C(=O)Nc3nnc(C)s3)C2)n1 (configuration not stated)
 : 10, 86, 76, ., ., -53%, 13%, ., .
COc1cc2c(cc1OC)CN(C(=O)c1cc(S(=O)(=O)N3CCOCC3)ccc1Cl)CC2
 : -2, 74, 77, 23, 117, -73%, 3%, -23, 117
Cn1c(=O)[nH]c(=O)c2c1nc(CN1CCOCC1)n2Cc1ccc(F)cc1
 : 10, 97, 86, ., ., -2%, -5%, ., .
COc1ccc(S(=O)(=O)N(CC(N)=O)C2CCCCC2)cc1Cl
 : 2, 101, 99, 25, 7, -52%, -4%, -25, 7
COc1ccc(OC)c(C(=O)c2coc3ccc(OC)cc23)c1
 : -10, 87, 97, 6, 106, 4%, -4%, -6, 106

Compounds listed so far that have an aryl thioether with sulfur outside any ring, in the order listed:
Fields – MRP reversal, MRP reversal cytotoxicity, MRP reversal with doxorubicin, NFkB transloc pot, NFkB transloc pot cell count 2 µM, PLAP inhibitors HTS, Bcl-B displacement, NFkB transloc inh, NFkB transloc inh cell count 2 µM
CSc1nnc2n(-c3ccc(C)cc3)c(=O)c3c4c(sc3n12)COC(C(C)C)C4 (configuration not stated)
 : -4, 36, 40, ., ., -24%, -9%, ., .
Clc1ccc(-n2c(SC/C=C/c3ccccc3)nnc2-c2cccnc2)cc1
 : -29, 42, 71, 3, 193, -60%, -6%, -4, 193
c1ccc(-c2nc(CSc3nnnn3-c3ccccc3)cs2)cc1
 : 16, 89, 73, -1, 125, 29%, 0%, 1, 125
CCn1c(SCC(=O)N/N=C/C(C)=C/c2ccco2)nnc1-c1ccccc1
 : ., ., ., ., ., -29%, 9%, ., .

(continued)
Fields – MRP reversal, MRP reversal cytotoxicity, MRP reversal with doxorubicin, NFkB transloc pot, NFkB transloc pot cell count 2 µM, PLAP inhibitors HTS, Bcl-B displacement, NFkB transloc inh, NFkB transloc inh cell count 2 µM
CN(C)/C(CN1CCOCC1)=C1\N=C(c2ccccc2)OC1=O
 : ., ., ., 5, 144, 5%, -7%, -5, 144
CCC(=O)N1CCc2cc(S(=O)(=O)NC(CC(C)C)C(=O)N3CCc4ccccc43)ccc21 (configuration not stated)
 : 4, 104, 100, ., ., -1%, -4%, ., .
Cc1ccc(C(=O)NCc2ccco2)cc1Br
 : 12, 95, 83, -3, 159, -11%, -17%, 3, 159
COc1cc(/C=C2\S/C(=N/S(=O)(=O)c3ccccc3)NC2=O)c([N+](=O)[O-])cc1OC
 : 9, 94, 85, 4, 101, ., ., -4, 101
Cc1ccc(NC(=O)CCC(=O)OCCCC(F)(F)C(F)(F)F)cc1
 : -14, 89, 103, 11, 153, -2%, -8%, -10, 153
O=C(CC(NS(=O)(=O)c1ccc(Cl)cc1)c1ccco1)NC1CCCC1 (configuration not stated)
 : 14, 86, 72, ., ., -14%, 1%, ., .
O=C(NC1CCCCC1)n1c(=O)oc2cc(S(=O)(=O)N3CCCCC3)ccc21
 : -16, 61, 76, -11, 146, -6%, 0%, 11, 146
O=C(Nc1nnc(SCc2ccccc2)s1)c1ccco1
 : 6, 96, 90, 9, 157, -7%, -1%, -9, 157
COc1cccc(OCCSc2nc(N)cc(N)n2)c1
 : 9, 87, 78, -4, 170, 18%, -1%, 4, 170
CCC1=C/C(=C\c2ccc3c(c2)OCO3)C(=O)S1
 : ., ., ., 5, 195, -22%, 7%, -5, 195
CN(C(=O)C12CC3CC(CC(C3)C1)C2)C1CCS(=O)(=O)C1 (configuration not stated)
 : 2, 90, 88, 4, 114, -17%, 4%, -4, 114
COc1ccc2cc(CN(CC3COCCO3)S(=O)(=O)c3ccccc3)c(=O)[nH]c2c1 (configuration not stated)
 : -6, 84, 89, 0, 129, -5%, 1%, 0, 129
Cc1ccc(CN2C(=O)CCC2C(=O)NCc2cccnc2)cc1 (configuration not stated)
 : 8, 100, 92, 3, 163, 8%, -2%, -3, 163
COC(=O)c1nn(-c2ccccc2)c(Cl)c1/C=N/OCc1ccc(C)cc1
 : ., ., ., -3, 102, -18%, 3%, 3, 102
C/C(=N\NS(=O)(=O)c1ccc(Cl)c([N+](=O)[O-])c1)c1ccc(C)o1
 : -18, 51, 68, 0, 156, -30%, -4%, 0, 156
COc1ccc(-c2cc(C#N)nc(N3CCN(c4ccccc4)CC3)n2)cc1
 : 9, 103, 95, 14, 149, 25%, -4%, -14, 149
CCOCCCNC(=O)c1ccc(NC(C)=O)cc1
 : -1, 105, 107, 0, 171, -28%, 9%, 0, 171
Cc1cc2ccccc2c(=O)n1CC(=O)Nc1ccc2c(c1)OCCO2
 : -4, 85, 88, -9, 157, -7%, -3%, 9, 157
Nc1nc(SCc2nnc(SCC(=O)O)n2-c2ccccc2)nc2sc3c(c12)CCCC3
 : -12, 92, 104, 20, 155, -62%, -2%, -20, 155
COc1ccccc1CNC(=O)c1cn(C)c(=O)c2cc(OC)c(OC)cc12
 : -1, 90, 91, 12, 163, -14%, 8%, -12, 163
CC(=O)N1CCc2cc(Br)cc(S(=O)(=O)N3CCN(c4ccccn4)CC3)c21
 : 3, 80, 77, -2, 197, 3%, -8%, 2, 197
O=C(O)CSCNC(=O)C12CC3CC(CC(C3)C1)C2
 : -31, 79, 110, 1, 196, 5%, -6%, -1, 196
O=C(COc1ccccc1)Nc1cccc2c1CCCC2
 : ., ., ., -10, 133, 9%, -2%, 10, 133
CC(=O)c1nc2ccccc2n1S(=O)(=O)c1ccc(C)cc1
 : 4, 93, 89, -6, 90, -12%, 0%, 6, 90
COc1ccc(C)cc1C(=O)CCC(=O)Nc1ccccc1N1CCOCC1
 : 6, 81, 75, 7, 149, -45%, 8%, -7, 149
O=C1CN(c2ccc(Cl)cc2)C(=O)CN1NC(=S)Nc1ccc(Cl)cc1
 : ., ., ., 2, 158, 4%, 3%, -2, 158
COc1cccc(N2C(=O)C(O)=C(C(C)=O)C2c2ccc(OC)c(OC)c2)c1 (configuration not stated)
 : 6, 112, 106, 8, 58, -51%, -9%, -8, 58
Cc1ccccc1OCCCC(=O)Nc1ccc2c(c1)OCO2
 : -16, 71, 87, 1, 142, 6%, 5%, -1, 142
CCOC(=O)N1CCN(C(=O)C(c2ccccc2)c2ccccc2)CC1
 : ., ., ., 15, 111, -57%, 3%, -15, 111
CCOC(=O)C1CCN(c2c(NCc3ccc(C(=O)NC4CCCC4)cc3)c(=O)c2=O)CC1
 : 13, 93, 80, 3, 72, 3%, -6%, -3, 72

(next part)
Fields – MRP reversal, MRP reversal cytotoxicity, MRP reversal with doxorubicin, NFkB transloc pot, NFkB transloc pot cell count 2 µM, PLAP inhibitors HTS, Bcl-B displacement, NFkB transloc inh, NFkB transloc inh cell count 2 µM
O=C(Nc1sc2c(c1-c1nc3ccccc3[nH]1)CCCC2)C1CC1
 : -10, 46, 56, 0, 145, -20%, -8%, 0, 145
O=C(Nc1ccccc1)C1CC(=O)n2ncnc2N1 (configuration not stated)
 : ., ., ., 5, 143, 10%, 0%, -5, 143
COc1ccccc1NC(=O)c1cc2ccccc2o1
 : -5, 59, 64, -5, 69, ., ., 6, 69
S=C(Nc1ccc(Cl)cc1)NC1CC2CCCC(C1)N2C1CCCC1 (configuration not stated)
 : ., ., ., -8, 134, -50%, 3%, 8, 134
O=C(NCc1ccccc1)c1c[nH]c2cc3c(cc2c1=O)OCCO3
 : -4, 75, 79, 2, 100, ., ., -2, 100
O=C(O)C1CCN(C(=O)c2ccccc2Cl)CC1
 : -7, 94, 102, -1, 207, 22%, -5%, 1, 207
O=C(c1cc(-c2ccc(Cl)cc2Cl)on1)N1CCN(C(=O)c2ccco2)CC1
 : 21, 100, 79, -4, 146, -24%, 2%, 4, 146
C=CCOc1ccc(C2c3c(oc4ccccc4c3=O)C(=O)N2CCCN2CCOCC2)cc1 (configuration not stated)
 : 7, 92, 85, -4, 117, -65%, 2%, 4, 117
COc1cc(C(=O)OCC(=O)c2cc(C)n(C)c2C)cc(OC)c1OC
 : -40, 24, 64, 2, 188, -71%, 4%, -2, 188

The list is partial (hit frequency here may not be typical).
